FECH inh: inhibitors of human ferrochelatase; calls only at 10 µM (by protocol); purified FECH, Ni-mesoporphyrin absorbance 550 nm; hit rate 3.3% among 20,000;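 active = enzyme reaction rate more than 3 SD below the solvent-only control wells on the same plate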;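 also: lower slope than DMSO wells means FECH inhibition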
Target sequence (P22830 whole entry, looked up): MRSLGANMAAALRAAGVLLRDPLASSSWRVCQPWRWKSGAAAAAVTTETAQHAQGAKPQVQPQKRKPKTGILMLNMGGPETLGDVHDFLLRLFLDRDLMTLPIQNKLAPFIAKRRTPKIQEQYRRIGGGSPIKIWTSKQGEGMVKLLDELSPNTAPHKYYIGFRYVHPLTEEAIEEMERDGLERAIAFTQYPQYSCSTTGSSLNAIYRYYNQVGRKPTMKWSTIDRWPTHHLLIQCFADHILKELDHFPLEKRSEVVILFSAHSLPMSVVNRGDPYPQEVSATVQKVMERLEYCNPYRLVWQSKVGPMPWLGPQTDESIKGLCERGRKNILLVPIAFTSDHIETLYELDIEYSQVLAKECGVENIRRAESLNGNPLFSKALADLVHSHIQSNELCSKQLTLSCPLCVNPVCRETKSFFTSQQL
Calls only; i = inactive; + = active, no number. This is a subset (hit frequency here may not be typical).

item | compound | FECH inh
1 | O=C(c1cccc2c(=O)c3ccccc3[nH]c12)N1CCCn2cncc2C1 | i
2 | Cc1nc(CNc2nccc(CCC(F)(F)F)n2)nc2c1CCCC2 | i
3 | O=C(c1csc(S(=O)(=O)NCc2ccco2)c1)N1CCCCC1 | i
4 | COc1ccc(N2C(=O)CCS2(=O)=O)cc1S(=O)(=O)Nc1ccc(C)c(Br)c1 | i
5 | COc1cccc(C(=O)Nc2ccccc2Sc2c(C)c(C)nc3nc(-c4ccccc4)nn23)c1 | i
6 | COc1ccc(CC2CN(Cc3cnc(-c4ccccn4)nc3)CCO2)cc1 (stereo unspecified) | i
7 | Cc1ccccc1Nc1nc(NCCO)nc2c1cnn2-c1ccccc1 | i
8 | CCCC(=O)NCc1nc2cccnc2n1CCOC | i
9 | O=C1CCCN1C1CCN(c2ccc(Cn3ccnc3)cn2)CC1 | i
10 | CCOc1ccccc1-c1nc(CSc2nc(C)cc(=O)[nH]2)c(C)o1 | i
11 | COc1ccc(NC(=O)C2CCCN(c3ccc(-c4ccc(C)cc4)nn3)C2)cc1 (stereo unspecified) | i
12 | COc1cc(-c2ncc[nH]2)ccc1OCC(N)=O | i
13 | COc1cc2c(cc1OC)-c1cc(Nc3ccc(NC(C)=O)cc3)nc(=O)n1CC2 | i
14 | COC1CCCN(C(=O)C(C)Oc2ccc3c(c2)OCO3)C1 (stereo unspecified) | i
15 | COc1ccc(Oc2cccc(CN3CCNC(C(=O)NC4CC4)C3)c2)cc1 (stereo unspecified) | i
16 | CCC1=C(c2ccc(OC)cc2)S(=O)(=O)N(CC(=O)Nc2ccc(NC(C)=O)cc2)C1=O | i
17 | Cc1cc(C)n2nc(CN(C(=O)C(C)(C)C)c3ccc(F)cc3)nc2n1 | i
18 | CC(=O)N1c2ccc(S(=O)(=O)N3CCCCC3)cc2CC1C(=O)NCCCN1CCCC1 (stereo unspecified) | i
19 | Cc1ccncc1C(=O)N(Cc1ccc(F)cc1)CC1CCCO1 (stereo unspecified) | i
20 | COCc1cc(CNC(=O)[C@@]23CC[C@@](C)(OC2=O)C3(C)C)[nH]n1 | i
21 | Cc1nc2c(c(NC[C@H]3CCc4ccccc4O3)n1)CNC2 | i
22 | O=C(NCCCN1CCc2ccccc2C1)c1cccn1-c1nnc(N2CCCCC2)s1 | i
23 | CCc1nc(C)c(C(=O)NCCCc2nc3ccc(C)cc3o2)o1 | i
24 | O=C1CNCC(C(=O)N2CCN(c3cccc(C(F)(F)F)c3)CC2)N1 (stereo unspecified) | i
25 | CC(C)C1CCN(Cc2cn(C3CCN(C(=O)NC(C)(C)C)CC3)nn2)CC1 | i
26 | COc1ccc(-c2noc(COc3cccnc3N)n2)cc1 | i
27 | COc1cc(NCCC(=O)Nc2ccccc2OC)ncn1 | i
28 | Cc1cc(Nc2ccccc2)nc(N2CCN(S(=O)(=O)c3ccccc3F)CC2)n1 | i
29 | CC1(C)CNC(=O)c2nc(C3CCCN(C(=O)C4CC4)C3)[nH]c2C1 (stereo unspecified) | i
30 | c1ccc(-c2noc(CCCc3c[nH]c4ccccc34)n2)cc1 | i
31 | COc1ccc(-c2cc(=O)[nH]c(SCc3nc(-c4ccc(Cl)cc4)oc3C)n2)cc1 | i
32 | CCCCOc1ccc(C(=O)Nc2cc(C)nn2-c2ncnc3c2cnn3-c2ccccc2)cc1 | i
33 | O=C(c1ccc(-c2ccn[nH]2)nc1)N1CCC(Cn2cccn2)CC1 | i
34 | Cc1ccc(S(=O)(=O)N2CCN(Cc3nc4cccnc4n3-c3ccccc3)CC2)cc1Cl | i
35 | CC(=O)NC(c1nc(CC2CCN(C)CC2)no1)C(C)C (stereo unspecified) | i
36 | CC(=O)N(C)c1ccc(NC(=O)CN2CCC(O)(c3ccccc3C)C2)cc1 (stereo unspecified) | i
37 | COc1cccc(C(=O)Nc2cc(C)nn2-c2ncnc3c2cnn3-c2ccc(Cl)cc2)c1OC | i
38 | Cc1cc(C(=O)N(Cc2ccsc2)CC(C)C)n[nH]1 | i
39 | CCc1ccccc1NC(=O)N1CCC(n2c(C)nc3cccnc32)CC1 | i
40 | Cc1ccc(C2=CC(c3ccc(C)cc3)n3nc(NC(=O)c4cccc(Cl)c4)nc3N2)cc1 (stereo unspecified) | +
41 | COc1cccc(OCC(=O)Nc2cc(C)nn2-c2ncnc3c2cnn3-c2ccccc2)c1 | i
42 | Cc1cccc(-c2nc(C(N)=O)c3c(n2)n(-c2ccc(C)c(C)c2)c(=O)n3Cc2ccccc2)c1 | i
43 | CCCc1c(C)nc2ncnn2c1Sc1ccccc1NC(=O)c1ccc(F)cc1 | i
44 | COCC(NC1CCN(c2cccc(C)c2C)CC1)c1ccnn1C (stereo unspecified) | i
45 | CCOc1c(C)cc(S(=O)(=O)N2CCN(c3nc(C)cc(Nc4ccc(OC)cc4)n3)CC2)cc1C | i
46 | O=C(NC1CC1)C1CCCN(C2CCN(c3ccc(C(F)(F)F)cn3)CC2)C1 (stereo unspecified) | i
47 | CCCn1ncc(CN2CCOC(c3ccc(Cl)c(Cl)c3)C2)c1C (stereo unspecified) | i
48 | Cc1ccnc(N2CCCC(C(=O)NCCc3ccc(S(N)(=O)=O)cc3)C2)n1 (stereo unspecified) | i
49 | O=C1NCC2(CCCN(Cc3cc4c(cc3Cl)OCO4)CC2)O1 (stereo unspecified) | i
50 | CCC(=O)Nc1cccc(C(=O)NCCCn2ccc3ccccc32)c1 | i

Later entries:
item | compound | FECH inh
51 | Cc1cc(C)cc(-n2c(CN3CCN(S(=O)(=O)c4ccc(C(C)(C)C)cc4)CC3)nc3cccnc32)c1 | i
52 | COc1ccc(Cl)cc1S(=O)(=O)N1CCN(c2cc(-c3cccc(C)c3)ncn2)CC1 | i
53 | CCOc1ccc(NC(=O)CN2CCCN(Cc3ccc(C)cc3)S2(=O)=O)cc1 | +
54 | Cc1nsc(NC(=O)N2CCC(n3c(=O)[nH]c4ccccc43)CC2)n1 | i
55 | O=C(NC1CCCCC1)N1CCC(n2cnc3cccnc32)CC1 | i
56 | CCCc1cc(CN(C)Cc2ccoc2)[nH]n1 | i
57 | O=C(C1CCCO1)N1CCc2c(nc(-c3ccccn3)[nH]c2=O)C1 (stereo unspecified) | i
58 | C=CCn1cc(CNCCNC(C)=O)c(C)n1 | i
59 | Cc1cc(C)c(OCCNC(=O)CCn2c(C)cc(C)nc2=O)c(C)c1 | i
60 | CNC(=O)C1CCC(Cn2c(=O)c3sccc3n(CC(=O)Nc3cccc(C)c3)c2=O)CC1 (stereo unspecified) | i
61 | CCOc1ccccc1NC(=O)N1CCC(n2c(C)nc3cccnc32)CC1 | i
62 | Cc1cc(N2CCCC2)nc(Nc2ccc(NC(=O)c3ccccc3Cl)cc2)n1 | i
63 | CN(C)c1ncc(-c2nccn2Cc2cccc(-n3cccn3)c2)cn1 | i
64 | CCOc1c(N2CCCCC2C)c(=O)c1=O (stereo unspecified) | i
65 | CN(CCO)c1nc(Nc2ccc(Cl)cc2)c2cnn(-c3ccccc3)c2n1 | +
66 | CC(C)NC(=O)C1CCC(Cn2c(=O)c3sccc3n(CC(=O)NC3CCCCC3)c2=O)CC1 (stereo unspecified) | i
67 | COc1ccc(-c2cc(=O)[nH]c(SCc3nc(-c4cccc(Cl)c4)oc3C)n2)cc1 | i
68 | CCC(=O)Nc1ccccc1-c1nnc(SCC(=O)Nc2ccc(C)cc2)[nH]c1=O | i
69 | NS(=O)(=O)c1ccc(NC(=O)c2[nH]nc3c2COc2ccccc2-3)cc1 | i
70 | Cc1ccnc(NCCNCC(=O)Nc2cnccn2)c1 | i

Next part; the last three above are carried over.
item | compound | FECH inh
68 | CCC(=O)Nc1ccccc1-c1nnc(SCC(=O)Nc2ccc(C)cc2)[nH]c1=O | i
69 | NS(=O)(=O)c1ccc(NC(=O)c2[nH]nc3c2COc2ccccc2-3)cc1 | i
70 | Cc1ccnc(NCCNCC(=O)Nc2cnccn2)c1 | i
71 | CCC(=O)Nc1ccccc1-c1nnc(SCC(=O)Nc2cc(Cl)ccc2OC)[nH]c1=O | i
72 | Cc1ccccc1-c1nc2nc(CNc3cccc(C)c3C)cc(=O)n2[nH]1 | i
73 | CC(CCc1ccco1)NC(=O)C1CCN(c2ncnc3c2nc2n3CCCCC2)CC1 (stereo unspecified) | i
74 | CCC(CC)n1nc(C)cc1NC(=O)C1=CC(=O)CC(C)(C)O1 | i
75 | Cc1ccc(NC(=O)CN2C(=O)C3CCCCN3c3ccc(S(=O)(=O)N4CCCCC4)cc32)cc1 (stereo unspecified) | i
76 | CCCC1C=CCN1C(=O)c1cc(COc2ccc3c(c2)OCO3)[nH]n1 (stereo unspecified) | i
77 | Cc1nc(Cn2ccnc2-c2ccc(N(C)C)nc2)nc2c1CCCC2 | i
78 | Cc1cccc(-c2nc(NC(=O)N3CCc4c([nH]c5ccccc45)C3)n[nH]2)c1 | i
79 | COCc1c(C(=O)N2CCN(c3ccccc3C)CC2C)noc1C (stereo unspecified) | i
80 | Cc1cc(C)cc(Nc2nc(NCCc3ccccc3)nc3c2cnn3-c2ccccc2)c1 | i
81 | COc1ccccc1NC(=O)CN1CCN(Cc2ccc(F)cc2Cl)S1(=O)=O | i
82 | CCOc1ccccc1-c1ccc(C(=O)Nc2cccnc2)o1 | i
83 | CCc1ccc(CN(C)C(=O)c2ccc(C(C)=O)s2)nc1 | i
84 | CC(CC1=CCN(CCO)CC1)NC(=O)c1cc(F)ccc1F (stereo unspecified) | i
85 | O=C(O)c1c(S(=O)(=O)N2CCCOCC2)sc2c1CCNC2 | i
86 | Cc1cccc(C(C(=O)N(C)Cc2nncn2C(C)C)N(C)C)c1 (stereo unspecified) | i
87 | Cc1ccccc1CN1CCN(CC(=O)Nc2ccc(F)cc2)S1(=O)=O | i
88 | CCc1ccc(C2=C(C)C(=O)N(CC(=O)NCc3ccc(OC)cc3OC)S2(=O)=O)cc1 | i
89 | O=S(=O)(NCc1nc2cccnc2n1Cc1ccc(F)cc1)c1ccc2c(c1)CCCC2 | i
90 | CCN1C(=O)c2ccccc2Sc2cc(-c3noc(-c4ccc5c(c4)OCO5)n3)ccc21 | i
91 | Cc1ccc(NC(=O)CNCc2noc(-c3ccc4c(c3)OCO4)n2)c(C)c1 | i
92 | CC1CCN(Cc2cc(=O)n3[nH]c(NCc4ccc(F)cc4)nc3n2)CC1 | i
93 | COc1ccc(C)cc1NC(=O)CNC(=O)c1coc2c1C(=O)CCC2 | i
94 | COc1ccc(-c2cc3n(n2)CCC(=O)N3Cc2ccc(C(=O)Nc3ccc(F)cc3)cc2)cc1 | i
95 | Cc1cc(C)n2nc(CN(C(=O)CCc3ccccc3)c3cccc(Cl)c3)nc2n1 | i
96 | CC(=O)OC12C[C@H]3C[C@@H](C1)CC(C(=O)N(C)Cc1nc(C)no1)(C3)C2 | i
97 | Cc1ccc(Cl)cc1NC(=O)CN1CCN(Cc2ccccc2Cl)S1(=O)=O | i
98 | CCC(CC)C(=O)Nc1cccc(OCc2cc(=O)n3cc(Cl)ccc3n2)c1 | i
99 | O=C(C1CCS(=O)(=O)CC1)N1CC(c2ccncc2)C1 | i
100 | CC(C)CNC(=O)c1[nH]cnc1C(=O)NC1CCCC1 | i
101 | C/C=C(\C)c1c(-c2ccccc2)ncn1Cc1cccnc1 | i
102 | O=S(=O)(CCn1cc(CCc2ccccc2)nn1)N1CCCC1 | i
103 | Cc1cccc(Cn2c(CNS(=O)(=O)c3ccc(Cl)cc3)nc3cccnc32)c1 | i
104 | Cn1ccnc1C(O)C1CCN(C(=O)CCc2c[nH]c3ccccc23)CC1 (stereo unspecified) | i
105 | CCOc1ccc(NC(=O)N2CCC3(CC2)CNC(=O)C3)cc1 | i
106 | CN(C)c1nc(-c2ccccc2)nc2c1CCN(C(=O)C1CCCO1)C2 (stereo unspecified) | i
107 | COc1ccc(-c2cc(C(=O)Nc3cccc(C(C)=O)c3)[nH]n2)cc1S(N)(=O)=O | i
108 | O=C1OCCN1CCNCCC(=O)N1CCCc2ccccc21 | i
109 | COc1ccccc1CCNC(=O)c1cc2n(n1)CC(C)(C(=O)NCc1ccc(F)cc1)N(C)C2=O (stereo unspecified) | i
110 | Cc1cccc(N(Cc2nc3nc(C)cc(C)n3n2)C(=O)c2ccccc2F)c1 | i
111 | Cc1ccc(CNS(=O)(=O)c2ccc(N3C(=O)CCS3(=O)=O)cc2)cc1 | i
112 | COc1ccc(S(=O)(=O)N2CCN(c3nc(C)cc(N4CCN(C)CC4)n3)CC2)cc1OC | i
113 | COc1cc(C(=O)Nc2cc(Cl)ccc2OCc2cc(=O)n3oc(C)cc3n2)cc(OC)c1OC | i
114 | Cc1cc(C)cc(CCC(=O)N2CCC(NS(C)(=O)=O)CC2)c1 | i
115 | Cc1ccc(N2C(=O)CCS2(=O)=O)cc1S(=O)(=O)N1CCN(c2ccccc2F)CC1 | +
116 | Cc1cnc(C)c(-c2cc(O)c3c(c2)CN(C2Cc4ccccc4C2)CCO3)n1 | i
117 | COC(=O)c1cc2ccsc2n1CC(=O)Nc1ccc(F)cc1 | i
118 | CC(C)C1CN(C(=O)c2onc3ccccc23)CCCN1CC1CC1 (stereo unspecified) | i
119 | O=C(Nc1nc2n(n1)C(c1ccccc1)C=C(c1ccc(Cl)cc1)N2)c1ccc(Cl)cc1 (stereo unspecified) | i
120 | COc1ccccc1C(=O)Nc1nc2n(n1)C(c1ccc(F)cc1)C=C(c1ccc(Cl)cc1)N2 (stereo unspecified) | i

(cont.)
item | compound | FECH inh
121 | C=CCN(CC=C)C(=O)[C@@H]1C[C@H](NC(=O)c2ccccc2C)CN1C | i
122 | COc1ccc(OC)c2c(C)cc(N3Cc4cnn(CCO)c4C3)nc12 | i
123 | CCc1ccc2c(c1)-c1ccccc1S(=O)(=O)N2CC(=O)NCCCn1ccnc1 | +
124 | O=C(NCC1CCCCC1)N1CCC(n2cc(-c3ccsc3)nn2)CC1 | i
125 | COc1ccc(Nc2nc(N3CCCCC3)nc3c2cnn3-c2ccccc2)cc1 | i

Entries above marked active in FECH inh:
item | compound | FECH inh
40 | Cc1ccc(C2=CC(c3ccc(C)cc3)n3nc(NC(=O)c4cccc(Cl)c4)nc3N2)cc1 (stereo unspecified) | +
53 | CCOc1ccc(NC(=O)CN2CCCN(Cc3ccc(C)cc3)S2(=O)=O)cc1 | +
65 | CN(CCO)c1nc(Nc2ccc(Cl)cc2)c2cnn(-c3ccccc3)c2n1 | +
115 | Cc1ccc(N2C(=O)CCS2(=O)=O)cc1S(=O)(=O)N1CCN(c2ccccc2F)CC1 | +
123 | CCc1ccc2c(c1)-c1ccccc1S(=O)(=O)N2CC(=O)NCCCn1ccnc1 | +
